Source: PubChem BioAssay
PTHR1 ag – activates the human parathyroid hormone receptor PTHR1. AID 743266. Potency, µM (titrated, usually from 115 µM), for inactives: top-dose activation, usual class: activators. 410,000 compounds, 0.075% hits. Q03431. HEK293 GP2 PTHR1 cells, GloSensor cAMP luminescence, 1 h; also: potency is read from the fitted curve at half-maximal effect; nearly all actives have a fitted effect of over 55% in size; some results filed as inactive show a strong effect at the top dose; inactives centre near -15; many of its hits are not listed in these tables
Target sequence (Q03431 whole entry, looked up): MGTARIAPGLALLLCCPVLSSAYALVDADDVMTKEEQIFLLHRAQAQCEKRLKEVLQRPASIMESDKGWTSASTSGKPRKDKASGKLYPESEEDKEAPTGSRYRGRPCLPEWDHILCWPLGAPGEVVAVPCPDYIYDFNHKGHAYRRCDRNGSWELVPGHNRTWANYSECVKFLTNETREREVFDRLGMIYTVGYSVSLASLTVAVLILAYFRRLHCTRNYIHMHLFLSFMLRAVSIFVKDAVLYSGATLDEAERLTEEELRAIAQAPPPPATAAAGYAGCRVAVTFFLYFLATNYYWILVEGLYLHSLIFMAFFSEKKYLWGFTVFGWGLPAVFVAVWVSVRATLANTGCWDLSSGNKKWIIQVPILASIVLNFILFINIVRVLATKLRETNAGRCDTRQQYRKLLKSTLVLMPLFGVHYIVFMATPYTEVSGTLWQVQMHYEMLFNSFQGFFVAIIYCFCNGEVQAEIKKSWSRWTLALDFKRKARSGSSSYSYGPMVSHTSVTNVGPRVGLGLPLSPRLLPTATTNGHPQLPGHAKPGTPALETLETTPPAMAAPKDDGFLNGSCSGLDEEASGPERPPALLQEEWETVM
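HEK-293-derived GP2 cells expressing PTHR1 and a GloSensor cAMP reporter, 3,000/well, plated overnight, given luciferin plus IBMX (each 0.5 mM as added) for 1 h at 37 °C, then compound for 1 h at 37 °C. Luminescence was read after 15 min at room temperature.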
aSyn rescue – alpha-synuclein toxicity inhibition in yeast; Yeast expressing alpha-synuclein, growth rescue, BacTiter-Glo, 24 h; Potency, µM (highest dose often 46.1 µM), for inactives: at the highest dose growth rescue (activation), usual class: activators; 370,000 compounds, 0.14% hits; AID 652106; also: potency is read from the fitted curve at half-maximal effect; % of control where 0% means no effect; nearly all actives have a fitted effect of over 65% in size
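Galactose-induced alpha-syn yeast (OD600=0.02, raffinose-pregrown) + pinned cpd, 24 hr, 30 deg C; growth by BacTiter-Glo luminescence. Growth restoration scores as activation.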
TDP-43 yeast inh – rescues yeast growth from TDP-43 toxicity; TDP-43 expressing yeast growth rescue, BacTiter-Glo, 24 h; Potency, µM (doses to about 46.1 µM), for inactives: at the top dose growth rescue (activation), hits mostly activators; 410,000 compounds, 1.8% hits; also: potency is read from the fitted curve at half-maximal effect; % of control where 0% means no effect; nearly all actives have a fitted effect of over 50% in size
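Yeast expressing TDP-43 (pregrown in raffinose, seeded at OD600=0.02 in galactose medium) exposed to compounds 24 hr at 30 deg C. Growth read by BacTiter-Glo luminescence; rescue of toxicity appears as increased signal.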
pAkt inh – inhibitors of Akt phosphorylation. Neuro2A IGF-stimulated pAkt S473 HTRF, 20 min; hits give low values. AID 651550. 360,000 compounds, 0.32% hits. activity change, % for hits at 50 µM; in the data active = activity change below about -80%; inconclusive = mostly about -51% to -80%; also: % is scaled to controls: 0 for no effect and ±100 for the full control effect
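Neuro2A cells (4,500/well, DMEM with 0.5% FBS) were treated with compound at a single 50 µM final concentration, stimulated with 6 nM IGF for 20 min at 37 °C, and lysed. Phospho-Akt Ser473 was read by HTRF as 665/615 ratio ×10^4.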
GLP1R cytotox – cytotoxicity counter-screen for GLP-1 receptor inverse agonists; HEK293 cAMP-luciferase reporter cells, luminescence, 24 h; Potency, µM (top dose mostly 38.3 µM), without a hit: at the highest dose activity change, negative = inhibition, most hits filed as inhibitors; 410,000 compounds, 0.13% hits; AID 624418;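 also: loss of luciferase light is scored as toxicity; potency is read from the fitted curve at half-maximal effect; % is scaled to controls: 0 for no effect and ±100 for the full control effect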
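1536-well qHTS counterscreen of the MLSMR; 200 cells/uL, 12 h pre-incubation, 23 nL cpd, 24 h at 37 deg C 5% CO2, luciferase detection reagent, 12 min RT, luminescence. Inhibition = undesired.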
Abeta yeast res – restores growth of yeast expressing A-beta42 peptide; yeast expressing A-beta42, growth rescue, OD600, 48 h; response scale: 0% DMSO, 100% iron-clioquinol control; Potency, µM (titrated, usually from 46.1 µM), for the others: at the top dose growth rescue, hits mostly activators; 410,000 compounds, 0.063% hits; AID 1347071; also: potency is read from the fitted curve at half-maximal effect; nearly all actives have a fitted effect of over 55% in size
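Growth rescue measured by 600 nm absorbance after 48 h yeast culture at 30 C with compound. Values normalized between DMSO and an equimolar ferric chloride plus clioquinol control.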
FUS suppressor – FUS proteinopathy suppression in yeast; 390,000 compounds, 0.24% hits; S. cerevisiae FUS-expressing, growth rescue, OD600, 24 h; Potency, µM (series often up to 76.6 µM), inactives show at the top dose growth rescue (activation), hits mostly activators;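 also: potency is read from the fitted curve at half-maximal effect; plate controls were DMSO vehicle for no effect and reference control for full effect; nearly all actives have a fitted effect of over 55% in size; some results filed as inactive show a strong effect at the top dose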
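Compound concentration series was pinned onto galactose-induced FUS-expressing yeast seeded at OD 0.005. Plates sat 24hr at 30C; absorbance at 600 nm gave growth. DMSO served as background control.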
MmCpn inh – M. maripaludis TRiC chaperonin inhibition. Potency, µM (doses to about 76.9 µM), inactives show at the top dose activity, negative = inhibition, usual class: inhibitors. 330,000 compounds, 0.031% hits. purified Mm-Cpn ATPase, ADP Transcreener TR-FRET. AID 504842; also: potency is read from the fitted curve at half-maximal effect; % is scaled to controls: 0 for no effect and ±100 for the full control effect; nearly all actives have a fitted effect of over 80% in size
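Measured: ADP formation by purified Mm-CPN. Conditions: 25 nM protein, 10 uM ATP, Tris pH 7.4 with Mg2+, K+ and DTT, 37°C for 30 min. Detection: Transcreener HTRF after 30 min at room temperature.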
GLP-1R inv ag – inverse agonists of human GLP-1 receptor; P43220; HEK293 GLP-1R CRE-luciferase, luminescence, 24 h; GLP-1R form is constitutively active; Potency, µM (titrated, usually from 38.3 µM), for inactives: at the highest dose activity change, negative = inhibition, most hits filed as inhibitors; 410,000 compounds, 1.6% hits; also: potency is read from the fitted curve at half-maximal effect; % is scaled to controls: 0 for no effect and ±100 for the full control effect; nearly all actives have a fitted effect of over 55% in size
Target sequence (P43220 whole entry, looked up): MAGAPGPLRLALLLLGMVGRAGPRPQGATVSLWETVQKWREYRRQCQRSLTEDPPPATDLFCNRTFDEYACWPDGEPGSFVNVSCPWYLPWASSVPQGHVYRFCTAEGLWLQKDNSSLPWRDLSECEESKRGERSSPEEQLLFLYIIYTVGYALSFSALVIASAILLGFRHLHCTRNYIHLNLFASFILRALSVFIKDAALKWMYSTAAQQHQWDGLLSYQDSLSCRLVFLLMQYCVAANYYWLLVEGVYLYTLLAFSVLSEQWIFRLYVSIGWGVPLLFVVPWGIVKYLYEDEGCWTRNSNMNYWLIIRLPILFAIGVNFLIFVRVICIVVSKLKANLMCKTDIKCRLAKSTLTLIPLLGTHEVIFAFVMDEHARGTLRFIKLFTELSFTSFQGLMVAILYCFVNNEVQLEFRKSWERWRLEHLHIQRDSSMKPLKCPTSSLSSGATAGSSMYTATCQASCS
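Cells are plated, allowed 12 hours at 37 deg C, then treated with compounds for 24 hr before luciferase detection reagent is added and luminescence is read after 12 min at room temperature. The HEK293 line carries constitutively active GLP-1R with a cAMP-responsive reporter.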
The depositor's hits bear a star; i = inactive; ? = inconclusive; . = no result given; & = joins results of further samples; [ ] = another dose, or the depositor's remark. Unless noted, calls follow the shape of the dose curve; as a rule, active = well fitted curve in the direction sought with a large enough effect; inconclusive = small, poorly fitted or top-dose-only effect, or another doubt; inactive = no such curve, though single readings can be large; an effect the other way counts as inactive or inconclusive.

Value order – PTHR1 ag | aSyn rescue | TDP-43 yeast inh | pAkt inh | GLP1R cytotox | Abeta yeast res | FUS suppressor | MmCpn inh | GLP-1R inv ag
> COc1ccc(CC(=O)Nc2ccc(-c3noc(-c4cccc(OC)c4)n3)cc2)cc1
  24% | -7% | -13% | i | -1% | 12% | . | -2% | 0%
> Cc1cc(C)c(OCCOCCN2CCN(C)CC2)c(Cl)c1
  -17% | -2% | -3% | i | 12% | -21% | 8% | 0% | ?
> c1coc(-c2nnc(-c3ccco3)nn2)c1
  -10% | -15% | -29% | i | -20% | -86%[inhibitor] | 5% | -2% | 13%
> O=C(Cn1cnc2c(nnn2-c2cccc(Cl)c2)c1=O)N1CCCC1
  12%[57.5 µM] | -6% | 0% | i | 2% | -5% | 20% | -2% | 48%[activator]
> CC(NC(=O)c1ccccc1)C(=O)N/N=C/c1ccc(O)cc1 (stereo unspecified)
  i | -6% | 14% | i | 2% | -7% | -24% | 0% | 9%
> COc1ccc(N(CC(=O)NCc2ccc(C)cc2)S(=O)(=O)c2c(C)[nH]c(=O)[nH]c2=O)cc1
  i | 0% | 5%&-3% | i | 17%&-4% | -4% | 21%&12% | 1% | -13%&4%
> O=C(N/C(=C\c1cccc([N+](=O)[O-])c1)C(=O)N1CCOCC1)c1ccc([N+](=O)[O-])cc1
  -24% | 9% | 12% | i | -12% | 5% | -2% | -1% | -2%
> CC(C)n1cc(/C(N)=N/O)c(=O)n(Cc2ccccc2)c1=O
  2% | 1% | 10% | i | 0% | 6% | 0% | 1% | 37%[activator]
> COC(=O)Nc1nn(-c2ccc(C)cc2)c(=O)c(C#N)c1C
  ? | 2% | 2% | i | 11% | 10% | -7% | 0% | 3%
> COc1ccc(NC(=O)C2C3C=CC4(O3)C2C(=O)N(CCN2CCCCC2C)C4C(=O)NC2CCCC(C)C2C)cc1 (stereo unspecified)
  -19% | -6% | -9% | i | -7% | 2% | 15% | -2% | ?
> O=C(NCc1ccc(F)cc1)c1cnc(N2CCOCC2)c2ccccc12
  -83%[inhibitor] | . | ? | . | 0% | 10% | 10% | . | 13%
> O=C(O)C1=NN(c2cc(Cl)c(S(=O)(=O)O)cc2Cl)C(=O)C1
  -1% | -8% | -18% | i | 0% | 12% | 12% | . | 7%
> O=C(NCCc1ccc(C(F)(F)F)cc1)C1CCC(=O)N(CCCN2CCCC2=O)C1 (stereo unspecified)
  -6% | -1% | -2% | i | 6% | 12% | -14% | -9% | 6%
> CCc1nc2nc(C)cc(Nc3ccc(OC)cc3)n2n1
  -24% | . | 16% | . | 17% | 5% | -6% | . | 14%
> COc1ccc(S(=O)(=O)N2CCC(Cc3ccccc3)CC2)cc1NC(C)=O
  -20% | -1% | -4% | i | 5% | -16% | -3% | 2% | 14%
> Cc1cccc(CN2CCN(C3CCCC3)C(CCO)C2)n1 (stereo unspecified)
  i | 0% | 20% | i | 4% | 4% | . | -3% | 0%
> Cc1cccc(C)c1NC(=O)C1(C)CSCC(=O)N1CCOc1ccccc1 (stereo unspecified)
  -25% | -8% | 18% | i | 1% | -8% | 4% | . | 8%
> Cc1cc(C)cc(NC(=O)CN2C(=O)CCc3cc(S(=O)(=O)N4CCCCC4)ccc32)c1
  -24% | . | 18% | . | 4% | -8% | ? | . | ?
> C[C@H](CO)N1C[C@H](C)[C@@H](CN(C)C)Oc2c(NC(=O)CCC(F)(F)F)cccc2C1=O
  i | -2% | -3% | i | 3% | 5% | -27% | 1% | 6%
> CCSc1ncc(Cl)c(C(=O)N(Cc2ccccc2Cl)C2CCS(=O)(=O)C2)n1 (stereo unspecified)
  i | . | 8% | . | 2% | -13% | 29% | . | -22%
> CC(NC(=O)c1ccc(Cn2c(SCc3ccccc3)nc3cccnc32)cc1)c1ccccc1 (stereo unspecified)
  i | . | -7% | . | 5% | -24% | 2% | . | 7%
> COc1cccc(N2C(=O)CC(N3CCc4ccccc4C3)C2=O)c1 (stereo unspecified)
  -11% | -76%[inhibitor] | 18µM* | i | 3% | -65%[inhibitor] | -14% | 1% | 2%
> C[C@H](NC(=O)c1ncn2c1c(=O)[nH]c1ccccc12)c1ccccc1
  -14% | 9% | 27% | i | -7% | 0% | 6% | . | 12%
> CCCSc1nnc(Cc2cc(=O)[nH]c(=O)[nH]2)n1-c1cc(C)ccc1C
  i | -1% | -9% | i | 10% | 6% | -1% | 1% | -23%
> COc1cccc(NC(=O)CN(C)C(=O)Cc2c(C)nc3ccccc3c2C)c1
  -9% | -9% | -4% | i | -6% | -11% | 22% | 0% | -16%
> Cc1cccc(C(=O)N/N=C2/SCC(=O)N2Cc2ccccc2)c1
  i | 1% | -7% | i | 9% | 3% | -11% | -2% | 19%
> O=C(NCC(c1ccco1)N1CCc2ccccc2C1)c1ccc(Cl)c([N+](=O)[O-])c1 (stereo unspecified)
  -9% | 3% | -20% | i | 6% | 3% | 19% | 1% | ?
> CC(=O)c1cccc(NC(=O)C2=CC(c3ccc(F)cc3)=NS(=O)(=O)N2C)c1
  -58%[inhibitor] | . | 5% | . | -9% | -3% | 0% | . | 16%
> COc1nccnc1NS(=O)(=O)c1ccc(N)cc1
  -25% | -9% | -7% | i | -3% | -5% | -24% | 3% | 2%
> CCCSc1nnc2c(n1)OC(c1ccc(OCC(=O)O)cc1)Nc1ccccc1-2 (stereo unspecified)
  i | . | 5% | . | -4% | -15% | 21% | . | 11%
> Cc1ccccc1C(=O)N1CCCCC1CCN1CCCCC1 (stereo unspecified)
  17% | . | 11% | . | 0% | -2% | 9% | . | 3%
> COc1ccc2c3c(cccc13)OCC2=O
  i | 3% | ? | i | 13% | -4% | -2% | -18% | 3%
> C[C@@H]1CN([C@@H](C)CO)C(=O)c2cccc(NS(C)(=O)=O)c2O[C@H]1CN(C)CC1CCCCC1
  i | 2% | 5% | i | 7% | 3% | -7% | 1% | 4%
> Cn1c(NCCCO)nc2c1c(=O)n(Cc1cccc(F)c1)c(=O)n2C
  i | . | 18% | . | -13% | -3% | -1% | . | 8%
> COC(=O)[C@H](C)NC(=O)Nc1cc(OC)ccc1OC
  -8%[57.5 µM] | 3% | -28% | i | -3% | -10% | -16% | 1% | 3%
> CCOC(=O)c1ccccc1NC(=O)CSc1nnc(COc2ccccc2C)n1C
  i | 4% | 17% | i | -19% | 21% | 43% | 1% | ?
> CSCCOC(=O)COc1ccc(/C=N/NC(=O)c2c(Cl)cnn2C)cc1
  -17% | 1% | 14% | i | 1% | 13% | 2% | 0% | -5%
> Fc1ccc(NC(=S)Nc2cccnc2)cc1
  -80%[inhibitor] | -19% | -25%[0.397 µM] | i | 2% | -2% | 30% | 1% | 7%
> COc1ccc(S(=O)(=O)N2CCC(C(=O)NCc3ccccn3)CC2)cc1C
  i | -2% | -7% | i | 23% | 2% | -9% | 1% | 9%
> Cc1cc(NCCN(C)C)n2nc(-c3cccs3)cc2n1
  -12%[57.5 µM] | 3% | 1% | i | 9% | 12% | 25% | 0% | 4%
> COc1cc(/C=N/N2CCOCC2)ccc1OCc1ccccc1
  -29% | -8% | -13%[9.22 µM] | i | -7%[7.66 µM] | -17% | 32% | -1% | 19%[7.66 µM]
> O=C1CN(CC(=O)Nc2ccc(SC(F)F)cc2)CCN1
  -53%[inhibitor] | -8% | -27% | i | 3% | -5% | 16% | 2% | 1%
> CC(=O)Nc1ccc(NC(=O)c2cc(C)nn2-c2ccccc2)cc1
  -3%[57.5 µM] | 0% | 13% | i | 0% | -6% | 37% | 1% | 7%
> Cc1ccccc1N1C(=O)c2cc(S(N)(=O)=O)c(Cl)cc2NC1C (stereo unspecified)
  -9% | -3%&1% | 29% | i | -5% | -13% | -14% | 1% | 6%
> Cc1ccc(-c2nc(CSCC(=O)NCc3cccnc3)c(C)o2)cc1
  -46%[inhibitor][57.5 µM] | -2% | -6% | i | 1% | 52% | 29% | -1% | 0%
> CCc1ccc(CN2C(=O)c3ccccc3C2C(=O)NCCc2ccc(OC)c(OC)c2)cc1 (stereo unspecified)
  i | . | ? | . | 8% | 7% | 40% | . | -1%
> COc1cc(NC(=O)CCc2c(C)nn(-c3ccc4nnc(C)n4n3)c2C)cc(OC)c1OC
  i | . | 13% | . | 11% | 3% | -17% | . | 3%
> CC(=O)OC(C(=O)NCS(=O)(=O)c1ccc(C)cc1)c1cccnc1 (stereo unspecified)
  -1%[57.5 µM] | 0% | 3% | i | 4% | 17% | -18% | -2% | 3%
> CCc1ccc(NC(=O)c2noc3c2CCC3)cc1
  -25% | -8% | 11µM* | i | 0% | -17% | 22% | -1% | 0%
> Cc1nn(Cc2c(Cl)cccc2Cl)c(Cl)c1/C=C/C(=O)OCC(=O)NCC(F)(F)F
  -41%[inhibitor][57.5 µM] | 1% | -3% | i | -5% | 17% | -22% | 2% | 3%
> ClC1(Cl)CC1CSc1nc2ccccc2[nH]1 (stereo unspecified)
  -21% | -11% | 12% | i | -4% | 10% | 3% | 2% | ?
> Cc1ccc(NC(=O)N2CCN(c3ccc(Cl)c(Cl)c3)CC2)cc1
  -90%[inhibitor] | . | -9% | . | -8% | -10% | -18% | . | ?
> CCN(CC)S(=O)(=O)c1ccc(C(=O)Nc2nnc(COC)o2)cc1
  i | -1% | 18% | i | -17% | -7% | -12% | ? | 14%
> CC(=O)c1ccc([N+](=O)[O-])c(CS(=O)(=O)c2ccccc2)c1
  i | -1% | 6% | i | -6% | -4% | -34% | 0% | 10%
> COc1cccc(NC(=O)COc2ccccc2)c1
  ? | -16% | 15% | i | 19% | -12% | -25% | 1% | -19%

This is a subset; rates above refer to the full screens.
